Assay outcomes: PubChem, National Center for Advancing Translational Sciences (NCATS)
EPAC1 antag: blocks human EPAC1 exchange factor. AID 720709. actives 0.14% (n = 360,000). Potency, µM (highest dose often 115 µM), for inactives: at the highest dose activity change, negative = inhibition, actives largely listed as inhibitors. O95398. EPAC1 GEF assay, Rap1b-BODIPY-GDP exchange fluorescence;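 further: potency means the concentration at half of the fitted maximal effect; plate controls were vehicle for no effect and positive control for full effect; nearly all actives have a fitted effect of over 50% in size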
CCT chaperon mod: changes cytosolic chaperonin activity; purified chaperonin ATPase assay, HTRF ADP detection, 30 min; activity change, % (test concentration not listed), hits read low; actives 0.3% (n = 360,000); in the data active means activity change below about -30%; further: on the % scale 0 is the no-effect control and ±100 the full control effect
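First, chaperonin was dispensed at 40 nM or 20 nM final depending on batch activity. Next, compounds were pinned at 76 uM and ATP added at 10 uM. After 30 min at 37 °C, ADP detection reagents ran 30 min at ambient temperature.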
IL-2 act: activates IL-2 in a cell-based reporter assay | AID 652025 | activation, % (series mostly up to about 46 µM) | IL-2 activation reporter assay, cell-based qHTS; stimulated with anti-CD3/CD4/CD28 beads; in transgenic mouse T cells | actives 0.065% (n = 360,000); in the data active means activation above about 50%; inconclusive means mostly about 30% to 49%; further: 0% is about no effect
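Screening format: compound pinned onto unstimulated transgenic mouse T cells, 60 min incubation, then anti-CD3/anti-CD4/anti-CD28 bead stimulation for 18 hours at 37 degrees C, followed by EGFP and DsRed detection.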
WRN helicase inh: blocks human WRN helicase. Potency, µM (doses to about 114 µM), inactives show top-dose activity change, negative = inhibition, usual class: inhibitors. Q14191. AID 651768. actives 0.46% (n = 360,000). WRN helicase unwinding, fluorescent forked duplex, kinetic; further: potency means the concentration at half of the fitted maximal effect; on the % scale 0 is the no-effect control and ±100 the full control effect; nearly all actives have a fitted effect of over 55% in size
Target sequence (Q14191 whole entry, looked up): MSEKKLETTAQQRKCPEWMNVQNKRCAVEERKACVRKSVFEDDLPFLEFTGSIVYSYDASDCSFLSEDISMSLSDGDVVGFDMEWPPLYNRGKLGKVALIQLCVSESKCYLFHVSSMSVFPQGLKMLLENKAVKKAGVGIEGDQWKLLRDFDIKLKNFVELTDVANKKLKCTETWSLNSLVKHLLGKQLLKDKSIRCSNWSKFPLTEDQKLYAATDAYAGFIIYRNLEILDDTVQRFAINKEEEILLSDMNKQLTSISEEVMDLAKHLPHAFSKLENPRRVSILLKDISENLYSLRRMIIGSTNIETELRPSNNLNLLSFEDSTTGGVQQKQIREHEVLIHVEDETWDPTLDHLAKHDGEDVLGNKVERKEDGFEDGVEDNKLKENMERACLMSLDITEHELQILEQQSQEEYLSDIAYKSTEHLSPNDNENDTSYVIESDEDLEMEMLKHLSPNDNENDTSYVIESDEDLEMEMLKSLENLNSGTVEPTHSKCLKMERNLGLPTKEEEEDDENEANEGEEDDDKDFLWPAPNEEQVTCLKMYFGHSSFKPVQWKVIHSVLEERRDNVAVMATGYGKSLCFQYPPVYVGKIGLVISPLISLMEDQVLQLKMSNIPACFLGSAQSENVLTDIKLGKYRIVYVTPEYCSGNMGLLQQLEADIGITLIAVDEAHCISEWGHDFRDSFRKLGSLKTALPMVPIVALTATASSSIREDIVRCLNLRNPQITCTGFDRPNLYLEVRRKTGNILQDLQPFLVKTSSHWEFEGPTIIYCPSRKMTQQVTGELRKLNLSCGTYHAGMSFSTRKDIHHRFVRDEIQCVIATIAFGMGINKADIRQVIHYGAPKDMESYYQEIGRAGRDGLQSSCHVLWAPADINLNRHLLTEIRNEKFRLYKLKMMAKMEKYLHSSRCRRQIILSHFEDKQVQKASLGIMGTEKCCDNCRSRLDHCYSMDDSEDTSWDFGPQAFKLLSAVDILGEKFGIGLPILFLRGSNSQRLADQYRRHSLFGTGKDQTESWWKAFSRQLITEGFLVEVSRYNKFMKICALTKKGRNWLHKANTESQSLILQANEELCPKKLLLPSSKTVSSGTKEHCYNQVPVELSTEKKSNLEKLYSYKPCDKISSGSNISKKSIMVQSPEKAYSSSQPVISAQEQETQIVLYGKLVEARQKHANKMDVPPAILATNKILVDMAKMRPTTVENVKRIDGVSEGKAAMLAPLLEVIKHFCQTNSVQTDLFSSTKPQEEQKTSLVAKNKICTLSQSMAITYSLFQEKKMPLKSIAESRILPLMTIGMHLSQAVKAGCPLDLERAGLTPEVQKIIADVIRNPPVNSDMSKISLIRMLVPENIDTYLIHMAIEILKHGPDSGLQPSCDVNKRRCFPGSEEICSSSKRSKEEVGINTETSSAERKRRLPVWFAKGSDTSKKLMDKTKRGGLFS
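Primary qHTS, 1536-well format. 20 nM WRN + compound, 15 min RT; start with 100 nM forked fluorophore/quencher duplex, 2 mM ATP (final); kinetic read ex 525/em 598 nm.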
PLK1 PBD inh: blocks phosphopeptide binding to human PLK1 polo-box domain | Plk1 PBD binding of FITC phosphopeptide, fluorescence polarization | Potency, µM, without a hit: max response, negative = inhibition, actives largely listed as inhibitors | actives 2.8% (n = 360,000) | AID 720504; further: potency means the concentration at half of the fitted maximal effect; series mostly up to about 57 µM; on the % scale 0 is the no-effect control and ±100 the full control effect; nearly all actives have a fitted effect of over 65% in size
PI5P4K alpha inh: blocks human PI5P4K alpha kinase activity. P48426. PI5P4Kalpha enzyme, ADP-Glo luminescence, 60 min; stronger effect = lower value. max response, %. actives 1.2% (n = 330,000); active means max response of -50% or lower; inconclusive means between -30% and -50%; inactive means -30% or higher; further: value at the top dose of about 77 µM; on the % scale 0 is the no-effect control and ±100 the full control effect
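Quantitative HTS of the MLSMR library against PI5P4Kalpha with substrate. ATP added last at 5 microM final; room temperature, 60 minutes. Remaining ATP depleted, ADP converted and read as luminescence.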
EPAC1 ag: agonists of human EPAC1 | EPAC1 agonist qHTS, biochemical assay; response scale: 100% = response to 6.5 mM cAMP | O95398 | actives 0.073% (n = 360,000) | Potency, µM (doses to about 154 µM), for inactives: top-dose activation, usual class: activators; further: potency means the concentration at half of the fitted maximal effect; nearly all actives have a fitted effect of over 60% in size
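Normalized to 6.5 mM cAMP, activity reflects EPAC1-catalysed release of BODIPY-GDP from Rap1B, followed kinetically over 30 min at 480 nm excitation, 540 nm emission. Reaction contained 100 nM EPAC1, 250 nM Rap1B-BODIPY-GDP, 50 uM GDP.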
EPAC2 agonist: activates human EPAC2 exchange factor; EPAC2 activation, biochemical qHTS; response scale: 100% = 6.5 mM cAMP response; actives 0.079% (n = 360,000); AID 720711; Potency, µM (doses to about 154 µM), inactives show at the top dose activation, actives largely listed as activators; further: potency means the concentration at half of the fitted maximal effect; nearly all actives have a fitted effect of over 50% in size
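qHTS, titration series. 100 nM EPAC2 / 250 nM Rap1B-BODIPY-GDP / 50 uM GDP; RT; ex 480/em 540 nm, 5-min reads to 30 min. Norm. to 6.5 mM cAMP = activation.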
* = called active by the depositor; u = inconclusive; x = not tested or not shown; [ ] = dose if it differs, or a comment. Unless noted, the call rests on the fitted dose curve; in most records, active means well fitted curve in the direction sought with a large enough effect; inconclusive means small, poorly fitted or top-dose-only effect, or another doubt; inactive means no such curve, though single readings can be large; an effect the other way counts as inactive or inconclusive. These rows are one share of the data. The share of hits here may be higher or lower than overall.

SMILES	EPAC1 antag	CCT chaperon mod	IL-2 act	WRN helicase inh	PLK1 PBD inh	PI5P4K alpha inh	EPAC1 ag	EPAC2 agonist
O=C1NC(=O)/C(=C\c2ccc(Oc3ccc([N+](=O)[O-])cn3)cc2)S1	u	-0.5	-1.8	-6%	-16%	0	6%	5%
Cc1ccccc1-n1nnnc1SCc1ncc(-c2ccccc2)o1	-2%	-1.0	-2.2	1%	-28%	7	5%	10%
O=C(CN(CC1CCCO1)C(=O)CNS(=O)(=O)c1ccc(Cl)cc1)NCC1CCCO1 (stereo unspecified)	0%	-0.6	0.0	-1%	-5%	x	1%	2%
COc1ccc(C(=O)NC(=S)N(C)C2CCCCC2)cc1	9%	0.3	-0.8	-9%	-24%	u	0%	1%
CCOC(=O)CN1C(=O)N[C@@H](c2ccc(Br)cc2)C(C(=O)OC)=C1C	-17%	2.7	0.1	-4%	1%	-3	-3%	10%
O=[N+]([O-])c1ccc(Nc2nc(Cl)nc(NCCO)n2)cc1	-15%	-1.9	-6.1	-8%	-13%	4	7%	6%
COc1ccccc1-n1nnnc1SCC(=O)N(C)C1CCS(=O)(=O)C1 (stereo unspecified)	-10%	0.5	0.7	6%	2%	-1	-3%	6%
O=C(Nc1ccc(Cl)c(Cl)c1)N1CCOCC1	-4%	-0.1	-2.3	-2%	1%	-5	1%	7%
CCN(Cc1ccccc1)c1ccc(N=Nc2nn(C)c(C)c2[N+](=O)[O-])cc1	u	1.7	0.5	0%	0%	-10	-3%	6%
Cc1ccc(C2=NN(CC(=O)NCCN(CC(C)C)CC(C)C)C(=O)CC2)cc1	-5%	-3.4	2.6	2%	1%	7	-23%	-13%
CCc1c(C)nc2ncnn2c1Nc1ccccc1C	0%	0.8	-0.5	0%	u	8	-3%	-6%
CCOC(=O)CC(=O)CSc1nc(N)c(C#N)c(-c2ccc(Cl)cc2)c1C#N	-3%	-3.0	1.4	-3%	-13%	x	0%	6%
CN1CCN(c2nc3ccccc3nc2C(C#N)S(=O)(=O)c2ccccc2)CC1 (stereo unspecified)	-21%	-17	1.1	5%	8%	1	-3%	-3%
Cc1ccc(C)c(C(=O)NC(C)c2ccc(-n3ccnc3)cc2)c1 (stereo unspecified)	-19%	-1.0	-2.2	-32%	-3%	5	10%	2%
CCC(C)NC(=O)C1CCN(S(=O)(=O)N2CCOCC2)CC1 (stereo unspecified)	0%	-3.7	-0.1	-9%	-1%	1	-4%	-5%
O=C(CCCn1c(=O)[nH]c2ccccc2c1=O)NCCSCc1ccccc1	-13%	-0.7	0.2	1%	-1%	10	-3%	-3%
COc1ccc(N2CCN(C(CNS(=O)(=O)c3ccc4c(c3)OCCO4)c3ccco3)CC2)cc1 (stereo unspecified)	15%	-1.1	0.3	11%	-1%	-1	11%	-4%
NC(=O)c1ccc(N2CCCCC2)c(N2C(=O)C3CC=CCC3C2=O)c1 (stereo unspecified)	-17%	-1.1	-2.0	-8%	-2%	-4	3%	6%
CN(C)C(/C=C/Nc1cccc(Br)c1)=C(C#N)C#N	14%	-2.6	0.7	1%	1%	-2	1%	-3%
COc1ccc(CN2CCNC(=O)C2CC(=O)N2CCCCO2)c(OC)c1 (stereo unspecified)	5%	-1.8	0.5	4%	-10%	2	0%	4%
Nc1ncnc2c1nc(SCCO)n2Cc1ccccc1	-24%	1.7	-0.6	-6%	-19%	-3	9%	-3%
Cn1c(=O)c2c(nc(N3CCCCCC3)n2CC(O)COc2ccc(Cl)cc2)n(C)c1=O (stereo unspecified)	18%	1.8	-2.7	8%	0%	6	-2%	-12%
COc1ccc(CC(=O)Nc2nnc(C(C)C)s2)cc1	3%	-0.1	-0.7	-12%	-12%	3	4%	-3%
S=C(NCCCc1cnc[nH]1)NCCCN(Cc1ccc(Cl)cc1)c1ccc(Br)cn1	-11%	x	-1.1	x	x	x	1%	21%
N#Cc1ccc(C(=O)NNC(=O)c2ccncc2)cc1	2%	-0.9	0.1	2%	0%	2	-2%	6%
COc1ccc(OC)c(-c2csc(NC(=O)c3ccc4c(c3)OCO4)n2)c1	-6%	-1.2	-2.6	4%	-4%	9	5%	9%
Brc1c(-c2ccccc2)nc2n1Cc1ccccc1-2	-2%	3.7	-4.0	-12%	0%	-4	12%	15%
O=C1C(=O)N(CCCO)C(c2ccccc2)/C1=C(\O)c1ccc(Br)cc1 (stereo unspecified)	-5%	-3.2	-0.2	5%	2%	2	11%	13%
CC(NC(=O)C1(C)CC1(Br)Br)C(C)(C)C (stereo unspecified)	0%	-7.8	-4.2	3%	-10%	-1	1%	10%
Cc1cc(OC(C)C(=O)NCC2CCCO2)cc(C)c1Cl (stereo unspecified)	9%	-1.5	-1.9	2%	-10%	3	-2%	5%

Filtered by structure, the entries above with an aryl thioether with sulfur outside any ring (four)
SMILES	EPAC1 antag	CCT chaperon mod	IL-2 act	WRN helicase inh	PLK1 PBD inh	PI5P4K alpha inh	EPAC1 ag	EPAC2 agonist
Cc1ccccc1-n1nnnc1SCc1ncc(-c2ccccc2)o1	-2%	-1.0	-2.2	1%	-28%	7	5%	10%
COc1ccccc1-n1nnnc1SCC(=O)N(C)C1CCS(=O)(=O)C1 (stereo unspecified)	-10%	0.5	0.7	6%	2%	-1	-3%	6%
CCOC(=O)CC(=O)CSc1nc(N)c(C#N)c(-c2ccc(Cl)cc2)c1C#N	-3%	-3.0	1.4	-3%	-13%	x	0%	6%
Nc1ncnc2c1nc(SCCO)n2Cc1ccccc1	-24%	1.7	-0.6	-6%	-19%	-3	9%	-3%

(more compounds)
SMILES	EPAC1 antag	CCT chaperon mod	IL-2 act	WRN helicase inh	PLK1 PBD inh	PI5P4K alpha inh	EPAC1 ag	EPAC2 agonist
O=C(O)c1cnn(-c2nc(-c3ccc(F)cc3)cs2)c1C(F)(F)F	15%	-1.8	0.8	9%	-2%	-4	-5%	2%
CCN(C(=O)CSc1nnc(SC(C)C)s1)C1CCS(=O)(=O)C1 (stereo unspecified)	-10%	1.8	-0.7	-2%	-4%	6	6%	6%
CC(=O)C1=C(O)C(=O)N(CCO)C1c1ccccc1 (stereo unspecified)	-29%	-1.6	-0.5	-1%	-11%	4	7%	12%
CC1CCCN(C(=O)C2c3ccccc3C(=O)N3CCc4ccccc4C23)C1 (stereo unspecified)	11%	2.3	-2.8	-9%	-9%	x	-3%	7%
NC(c1csc(NC(=O)Nc2ccccc2)n1)C1CCCCC1 (stereo unspecified)	-13%	-0.1	0.3	-8%[57.1 µM]	-17%	-23	4%	1%
CC(C)(C)NC(=O)C(c1cccc2ccccc12)n1c(=O)c(-c2ccco2)nc2ccccc21 (stereo unspecified)	-22%	x	-0.3	-5%	u	-61*	-11%	0%
COc1ccc(CNc2cccc3[nH]c(C(F)(F)F)nc23)cc1	-4%	1.8	-0.2	2%	-12%	-3	-17%	4%
O=[N+]([O-])c1cccc(C=Nc2cc3c(cc2Br)OCCO3)c1	1%	-1.0	-3.7	9%	-28%	9	1%	14%
COc1ccc(OC)c(NC(=O)Nc2c(O)ccc3ccccc23)c1	-21%	-0.1	0.7	0%	-9%	-9	0%	4%
Cc1ccc(OCC(=O)O)c(-n2nc3ccccc3n2)c1	1%	-0.4	-0.4	-5%	3%	-1	12%	0%[15.6 µM]
N#CC1(c2c(O)nc3n(c2=O)CCCS3)CCCCC1	-1%	-3.3	-0.1	u	-10%	x	8%	5%
COc1ccc(/C=C/C(=O)OCC(=O)NC(C)CCc2ccccc2)cc1OC (stereo unspecified)	-3%	-4.1	-0.1	-2%	-8%	4	11%	12%
COc1cc(C(=O)NCCCn2ccnc2)cc(OC)c1OC	0%	-4.7	0.0	0%	-8%	-1	6%	17%
Cc1ccc(NC(=O)c2nc[nH]c2C(=O)NCc2ccccc2)cc1	-8%	-2.5	-0.4	-6%	4%	27	-16%	-7%
Cc1ccc2nc(C)c(C(=O)N/N=C/c3ccc(N4CCOCC4)cc3)cc2c1	-6%	-1.1	-1.4	-1%	-9%	4	1%	4%
CC(=O)c1cccc(OCc2cc(C(=O)NC(C)Cc3cccnc3)no2)c1 (stereo unspecified)	-10%	1.0	-4.6	-1%	-18%	-2	9%	13%
O=C(O)COCC(=O)Nc1ccc2c(c1)CCC2	0%	0.1	0.2	5%	-4%	x	1%	10%
Nn1c(SCC(=O)Nc2ccc(F)cc2)nnc1C1CCCCC1	1%	-2.5	-3.4	7%	-1%	-3	-7%	-1%
CC(C)COC(=O)Nc1nnc(Cc2ccccc2)s1	-21%	-2.6	1.1	3%	u	-1	-13%	-9%
O=C(CNC(=O)N1CC(=O)Nc2ccccc21)NCCc1ccc(Cl)cc1	4%	-0.2	-0.1	3%	-1%	-8	-11%	1%
Cc1ccc(C(=O)NCc2ccccn2)c(Cl)c1	0%	-8.9	-0.2	1%	-5%	3	8%	0%
O=C(O)C[C@H]1c2ccc(C(F)(F)F)cc2S(=O)(=O)N1Cc1ccccc1	2%	-0.1	0.5	-5%	-15%	2	-14%	6%
CCOC(=O)N1CCC(N2Cc3cccc(C(=O)Nc4cc(F)ccc4F)c3C2=O)CC1	3%	-3.0	-1.6	10%	-4%	-5	-15%	8%
COCCn1c(Cc2cccn2C)nnc1SCC(=O)Nc1nccs1	-21%	1.7	-0.3	1%	-3%	1	-17%	-5%
Cc1cccc(NC(=O)CNC(=O)COC(=O)CCS(=O)(=O)c2ccccc2)c1C	3%	-3.0	-0.5	-13%	-6%	7	11%	-3%
CCOC(=O)[C@@H]1[C@H]2COc3cc(OC)ccc3[C@H]2N2C(=O)N(c3cccc(Cl)c3)C(=O)[C@@]12C	-6%	0.3	0.1	0%	-12%	5	4%	17%
Cc1ccc(-c2nn(CC(N)=O)c(=O)c3ccccc23)cc1S(=O)(=O)N(C)C	-4%	1.3	-1.4	1%	-11%	-7	2%	-8%
O=S(=O)(Nc1ccc2cn[nH]c2c1)c1ccccc1	-3%	-2.1	-0.2	-7%	-12%	u	-1%	1%
CCCN1C(=O)/C(=C2/C=Cc3ccccc3N2CC)SC1=S	-1%	-0.4	-0.2	-2%	6%	-3	4%	-11%
CC1CCN(c2oc(-c3ccc(F)cc3)nc2C#N)CC1	-6%	-0.3	-0.3	-5%[57.1 µM]	-1%	2	15%	-1%
CCSc1ccccc1C(=O)Nc1cccc(OC)c1	0%	-2.4	-1.1	6%	0%	x	-3%	-7%
COc1ccc(-c2noc(CCCC(=O)N3CCOCC3)n2)cc1	7%	-0.3	-2.8	-7%	0%	2	-8%	1%
